Screening results deposited in PubChem BioAssay by Broad Institute.
RAD54 branch: inhibitors of human RAD54 branch migration | 0.14% of 360,000 active | AID 602329 | Q92698 | RAD54 Holliday junction branch migration, FAM/BHQ fluorescence | inhibition, % at 10.4 µM;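 active = mean normalized replicate activity at least 40 and at least half of replicates scoring 40 or more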;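 note: 0% = median of neutral control wells and 100% = median of positive control wells; inhibitors cause a drop in the FAM fluorescence signal; in these data hits start at about 50%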
Target sequence (Q92698 whole entry, looked up): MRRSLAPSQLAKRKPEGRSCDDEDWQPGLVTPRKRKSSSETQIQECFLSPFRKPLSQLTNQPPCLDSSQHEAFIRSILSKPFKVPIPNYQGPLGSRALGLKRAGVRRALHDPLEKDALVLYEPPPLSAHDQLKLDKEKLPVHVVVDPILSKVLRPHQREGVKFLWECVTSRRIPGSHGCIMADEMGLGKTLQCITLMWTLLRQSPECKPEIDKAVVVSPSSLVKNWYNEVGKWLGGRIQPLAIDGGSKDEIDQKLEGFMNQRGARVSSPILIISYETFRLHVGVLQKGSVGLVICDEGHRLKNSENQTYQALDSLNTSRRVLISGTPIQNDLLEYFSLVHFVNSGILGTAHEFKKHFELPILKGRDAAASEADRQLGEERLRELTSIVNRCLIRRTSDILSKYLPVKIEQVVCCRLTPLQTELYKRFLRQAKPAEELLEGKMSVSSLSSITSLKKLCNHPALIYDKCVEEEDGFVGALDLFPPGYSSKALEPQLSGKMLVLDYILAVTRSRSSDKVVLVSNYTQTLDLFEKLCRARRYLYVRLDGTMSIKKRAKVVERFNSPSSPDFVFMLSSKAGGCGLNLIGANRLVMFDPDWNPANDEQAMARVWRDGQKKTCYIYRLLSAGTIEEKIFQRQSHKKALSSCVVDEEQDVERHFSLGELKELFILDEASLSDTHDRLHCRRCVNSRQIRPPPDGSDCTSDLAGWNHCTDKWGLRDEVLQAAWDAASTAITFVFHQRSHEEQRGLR
GSIS activator: primary screen for activators of insulin secretion dependent on glucose, INS-1E cells, GLuc reporter luminescence. activation, % at 16.6 µM. INS-1E GLuc reporter insulin secretion, 2-3 h. 0.61% of 370,000 active. AID 743287;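 active = lowest replicate activation of at least 40%, so every replicate reaches that level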;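 note: 0% = median of neutral control wells and 100% = median of IBMX positive control wells; some compounds called inactive have numbers as strong as hits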
Active calls of the source: *.

mol	RAD54 branch	GSIS activator
CC(C)(/C=N/O)/[N+]([O-])=C/C=[N+](\[O-])C(C)(C)/C=N/O	1	-5
Cc1cc(C(=O)NCc2cccs2)no1	0	2
CCOC(=O)c1ccc2c(c1)nc(COc1ccc3ccccc3c1)n2CC	7	-13
O=C(Nc1ccon1)c1cccc(C(F)(F)F)c1	3	7
Cc1ccc(-c2noc(C3CCCN(C(=O)c4ccccc4)C3)n2)o1 (configuration not stated)	-6	-6
CSCCC1NC(=O)N(CC(=O)Nc2ccc(N3CCCCC3)cc2)C1=O (configuration not stated)	-12	2
COc1ccc(C(=O)CSc2nnc(-c3cccs3)n2-c2ccccc2)cc1	4	46*
COc1ccc(CSc2nnnn2C)cc1[N+](=O)[O-]	6	9
O=C(NC(=S)Nc1ccc(N2CCCCC2)c(Cl)c1)c1ccc2c(c1)OCCO2	3	-32
Clc1ccccc1CSc1nnc(-c2ccco2)c(-c2ccco2)n1	-8	-14
CCSC1=C(C#N)C(c2cccc(OC)c2)CC(=O)N1 (configuration not stated)	-1	30
C=C(C)c1cccc(C(C)(C)NC(=O)N2CCCC(C(N)=O)C2)c1 (configuration not stated)	2	2
N#Cc1cccc(CSc2nnc(CCCO)n2-c2ccccc2)c1	-12	-4
Cc1ccc2nc(C3CCCN(C(=O)NCc4ccccc4)C3)[nH]c2c1 (configuration not stated)	4	-4
Cc1cc(-c2ccccc2N)n[nH]1	6	33
O=c1cc(CSc2ccccn2)[nH]c(=O)[nH]1	5	8
CN(Cc1ccccc1)S(=O)(=O)c1ccc(NS(=O)(=O)Cc2ccccc2)cc1	7	-18
Nc1nc(Nc2cccc(F)c2)nc2ccccc12	19	39
Cc1csc(NC(=O)CSc2nnc(-c3ccc(Cl)cc3)n2N)n1	-4	12
CNc1nnc(-c2cc3cc(Cl)ccc3oc2=O)s1	-4	3
CCOc1cc(C)c(Cl)cc1S(=O)(=O)N(C)C	-12	12
Cc1nnc(NC(=O)CSc2nnc(C)n2Cc2ccccc2)s1	3	17
O=C(OCc1ccc(Cl)cc1Cl)c1ccncc1	-1	14
COC(=O)c1ccc(C(=O)OC)c(NC(=S)N2CCN(c3cc(Cl)ccc3C)CC2)c1	-9	8
Nc1c(Cl)ncnc1N1CCOCC1	5	4

Ordered by the number under GSIS activator (high to low): some entries from above.
Molecule	GSIS activator
CCOc1cc(C)c(Cl)cc1S(=O)(=O)N(C)C	12
CCOC(=O)c1ccc2c(c1)nc(COc1ccc3ccccc3c1)n2CC	-13
O=C(NC(=S)Nc1ccc(N2CCCCC2)c(Cl)c1)c1ccc2c(c1)OCCO2	-32

The list goes on.
mol	RAD54 branch	GSIS activator
Cc1ccccc1C(=O)Nc1ccc(Br)cn1	5	8
Cc1ccc2c(c1)cc(CN(CCc1ccccc1)C(=O)N1CCOCC1)c1nnnn12	3	3
C=CCN=C1SC(CC)C(=O)N1S(=O)(=O)c1ccc(C)cc1 (configuration not stated)	-9	21
COc1cc(OC)cc(C(=O)NC2CC3CCC(C2)N3Cc2ccco2)c1 (configuration not stated)	-11	28
COc1ccc(NC(=O)CC(C(=O)O)N2CCCCC2)cc1 (configuration not stated)	-4	15
CCOC(=O)CSc1nc2c(c(=O)[nH]c(=O)n2C)n1C/C=C(/C)Cl	-1	38
COc1ccc(OC)c(NC(=O)CSC2=C(C#N)C(c3ccco3)C3=C(CCCC3=O)N2)c1 (configuration not stated)	3	-23
COC(=O)c1cn(-c2ccc(Cl)cc2)c(=O)c2ccccc12	4	35
Cn1c(CN2CCCCC2)nc2cc(NS(=O)(=O)c3ccc(Cl)cc3)ccc21	2	-12
O=C(c1cccc(Br)c1)N1CCCC1	4	14
COc1ccc(OC)c(C2NC(=O)NC(C)=C2C(=O)Nc2ccc(C)cc2)c1 (configuration not stated)	-6	-4
Cc1ccc2nc(SCc3ccc([N+](=O)[O-])cc3)[nH]c2c1	-6	-33
CCC(C(=O)Nc1nccs1)(C(F)(F)F)C(F)(F)F	-4	-19
Cc1ccc(P(=O)(CO)c2ccc(C)cc2)cc1	4	1
Cc1nc(C)n(CC(O)COc2ccc3cc(Br)ccc3c2)n1 (configuration not stated)	5	1
CSc1nsc(/C=C/Nc2cccc(Cl)c2)c1C#N	-17	-23
COC(=O)N1CCN(c2ccc(C(C)=O)cc2)CC1	-3	12
Cc1ccc(Nc2nc(N)nc(CSc3nccn3C)n2)c(C)c1	1	0
C=CCN=c1sc(C(=O)OC)cc(=O)n1CC=C	-4	50*
CCOC(=O)c1cnc2ccc(C)cc2c1Sc1ccccc1	7	-32
Cc1ccc(OCCCC(=O)NCc2ccco2)cc1	14	1
CC(=O)c1cccc(NS(=O)(=O)c2ccc(N/C=C\C(=O)c3ccc(F)cc3)cc2)c1	-4	-31
O=C(NC1CCCCC1)C(Cc1ccccc1)N1C(=O)C2C3CCC(C3)C2C1=O (configuration not stated)	-7	-7
O=C(NCc1ccoc1)c1ccc(NC(=O)c2ccccc2Cl)cc1	6	2
Cc1cccc(N(C(=O)C(F)(F)F)C(C(=O)NC2CCCCC2)c2cccs2)c1 (configuration not stated)	-3	-1
CCOC(=O)N1CCN(C(=O)CN(c2ccc3c(c2)OCO3)S(C)(=O)=O)CC1	3	15
CC(C)Cn1c2ccccc2c2cc(C(=O)O)ccc21	6	18
CCOc1ccc(CC(=O)NNC(=S)Nc2ccccc2)cc1Br	7	15
Cc1cc(C(=O)CSc2nncs2)c(C)n1-c1ccc2c(c1)OCO2	-5	-18
COc1cc(NC(=O)c2ccc(F)cc2)c(OC)cc1Cl	-5	3
COc1ccc(S(=O)(=O)N2CCCC(C(=O)NCc3ccncc3)C2)cc1Cl (configuration not stated)	-1	33
N#CC(c1ccccc1)(c1ncc(C(F)(F)F)cc1Cl)N1CCOCC1 (configuration not stated)	-2	8
Cn1c(SCC(=O)Nc2cccc(NC(=O)c3cccs3)c2)nnc1-c1ccncc1	9	0
Cc1onc(-c2ccccc2)c1C(=O)Nc1ccc(S(=O)(=O)NC2=NCCCCC2)cc1	-3	0
Cc1cccc(C)c1NC(=O)C(NC=O)c1ccccc1 (configuration not stated)	0	6
N#CC1(Cc2ccccc2)c2ccccc2C=CN1C(=O)c1ccccc1 (configuration not stated)	3	-17
CCOCC(=O)Nc1nc2ccc(OCC)cc2s1	6	14
Cc1nn(Cc2ccc(Cl)c(Cl)c2)c(C)c1NC(=O)c1cc(-c2ccc3c(c2)OCO3)on1	8	-29
O=C(Oc1ccc(/C=N/Nc2ccccc2)cc1)c1ccccc1	-1	-8
CC(C)(C)NC(=O)c1cccc(NC(=O)Cc2ccc(Br)cc2)c1	-3	-33
COc1cc2c(cc1OC)-c1cc(OCc3ccccc3Cl)nc(=O)n1CC2	3	13
O=C(Nc1ccc2c(c1)OCO2)C1CCCN1C(=O)OCc1ccccc1 (configuration not stated)	-3	5
CCCSC1=C(C#N)C(c2ccccc2C)CC(=O)N1 (configuration not stated)	4	-15
Cc1ccccc1CN1CCCNC1=O	-13	-2
CC(C)OC(=O)CSc1ncnc2c1cnn2Cc1ccccc1	2	-3
O=C(N/N=C/c1cccs1)C1CC(=O)N(c2ccccc2)C1 (configuration not stated)	-12	-5
COC(=O)c1c(NC(=O)c2ccc(C)c(S(=O)(=O)Nc3ccccc3C)c2)sc2c1CCCC2	5	-24
O=C(c1cn(-c2ccccc2)nc1-c1cccs1)N1CCN(c2ccc(F)cc2)CC1	2	-30
CCC(=O)Nc1nc2ccccc2n1Cc1ccc(C)cc1	2	-17
COc1ccc(-c2nnc3sc(-c4ccco4)nn23)cc1OC	13	59*

Quoted at random: 2 entries already listed.
mol	RAD54 branch	GSIS activator
CCOCC(=O)Nc1nc2ccc(OCC)cc2s1	6	14
Cc1cc(C(=O)CSc2nncs2)c(C)n1-c1ccc2c(c1)OCO2	-5	-18

A draw from above in order of formula weight, low to high:
mol	RAD54 branch	GSIS activator
CCOc1cc(C)c(Cl)cc1S(=O)(=O)N(C)C	-12	12
CCOCC(=O)Nc1nc2ccc(OCC)cc2s1	6	14
CCCSC1=C(C#N)C(c2ccccc2C)CC(=O)N1 (configuration not stated)	4	-15
CCOC(=O)c1ccc2c(c1)nc(COc1ccc3ccccc3c1)n2CC	7	-13
Cc1nn(Cc2ccc(Cl)c(Cl)c2)c(C)c1NC(=O)c1cc(-c2ccc3c(c2)OCO3)on1	8	-29

New compounds follow.
mol	RAD54 branch	GSIS activator
O=C(Cc1cccs1)Nc1nnc(SCC(=O)N2CCCCC2)s1	-2	0
COc1ccc(C2CC(c3ccccc3)=NN2C(=O)c2cccs2)cc1 (configuration not stated)	10	-40
O=C(NC1CCCCCC1)C1CCCN(S(=O)(=O)c2cccs2)C1 (configuration not stated)	-2	1
CCOC(=O)C(C)Sc1ncnc2c1nnn2-c1ccc(F)cc1 (configuration not stated)	-2	5
O=C(CN1CCC(n2nnc3cc(F)ccc32)CC1)NCCc1ccccc1	-1	-6
COc1ccc(-c2csc(N3CCC(c4ccccc4)C3)n2)cc1 (configuration not stated)	3	-8
CCN(CC)S(=O)(=O)c1ccc2[nH]cc(C(=O)NCCN3CCCCCC3)c(=O)c2c1	-17	-8
Cc1ccc(-c2csc3nnc(SCC(=O)Nc4cccc(C)n4)n23)cc1	8	4
O=C(Cn1cnc2c(cnn2-c2ccc(F)cc2)c1=O)N1CCCc2ccccc21	-9	-36
CCCCC(=O)Nc1ccc2c(c1)nc1n2CCSC1	3	17
CCOC(=O)CSc1n[nH]c(NC(=O)c2cccc(C(F)(F)F)c2)n1	-6	5
O=C1c2cccnc2C(O)N1Cc1cccs1 (configuration not stated)	-4	2
Cc1cc(Oc2ccc(C(C)(C)C)cc2)nc(N2CCOCC2)n1	-5	-2
O=C(NCc1cccs1)C1CCC(CNS(=O)(=O)c2cccs2)CC1 (configuration not stated)	-3	1
O=C(CC1OC(=O)c2ccccc21)c1ccco1 (configuration not stated)	-4	31
COc1cc2nc(C3CCC3)n(NC(=O)COc3ccccc3)c(=O)c2cc1OC	-3	2
CN(C)C(=O)N1CCC(C(=O)NC2CCCCCCC2)CC1	-11	0
Cc1cc(C)n2nc(SCc3nnc(SCc4ccccc4Cl)s3)nc2n1	-4	-30
CS(=O)(=O)N(CC(=O)N1CCN(Cc2ccc3c(c2)OCO3)CC1)Cc1ccc(Cl)cc1	-10	-19
O=c1cc(CN2CCN(c3ccc(F)cc3)CC2)c2cc3c(cc2o1)CCCC3	5	26
Cc1ccc(N(CC(=O)Nc2cc(Cl)ccc2Oc2ccccc2)S(C)(=O)=O)c(C)c1	-4	0
CC1(C)CC(=O)C=C(NNC(=O)c2ccccc2O)C1	-9	10
O=C(O)/C=C\C(=O)Nc1ccccc1C(=O)N1CCN(c2ccc(Cl)cc2)CC1	-8	-4
CC(C)NC(=O)/C(=C\c1cccc([N+](=O)[O-])c1)NC(=O)c1ccccc1	5	12
CC(OC(=O)c1cccs1)C(=O)NCc1ccccc1 (configuration not stated)	-3	-2
CS(=O)(=O)N(CC(=O)NCc1ccccc1)Cc1ccc(Cl)cc1	1	-17
COc1cccc(NC(=O)NC2(C(F)(F)F)Oc3ccccc3O2)c1	6	-7
CCCCC(=O)Nc1ccc(C(=O)N2CCCC(C(=O)OCC)C2)cc1 (configuration not stated)	-7	8
CSC1=C(C#N)C(C)C2=C(CC(C)(C)CC2=O)N1 (configuration not stated)	-3	5
O=C(c1nn2c(C(F)(F)F)cc(-c3ccccc3)nc2c1Cl)N1CCOCC1	-2	-3
CCN1C(=O)c2cccc3c(S(=O)(=O)Nc4c(C)n(C)n(-c5ccccc5)c4=O)ccc1c23	-6	19
Cc1cccc(CC(=O)Nc2c3c(nn2-c2cccc(Cl)c2)CS(=O)C3)c1 (configuration not stated)	9	-1
COC(=O)C1=C(C)N(C)C(=O)/C1=C\c1cccs1	2	8
O=C(NNc1ccc([N+](=O)[O-])cc1)C1CC2CCCC(C1)C2=O (configuration not stated)	8	-5
CC(C)(C)c1ccc(S(=O)(=O)Nc2cccnc2)cc1	0	4
CCc1ccccc1Nc1ccc(C(=O)O)cc1N	-22	6
FCCCOc1ccc(-c2nccc(-c3ccc(Br)cc3)n2)cc1	-15	11
O=[N+]([O-])C1=C(Nc2cccc3ccccc23)CS(=O)(=O)C1	2	2
CCOC(=O)C(OC(=O)c1sc(=S)n(C)c1C)C(C)=O (configuration not stated)	-6	0
O=C(CC1NCCNC1=O)Nc1ccc(Oc2ccccc2)cc1 (configuration not stated)	-4	3
CCCN(CCC)C(=O)CP(=O)(c1ccccc1)c1ccccc1	4	19
CCn1cc(/C=C/C(=O)NCc2c(C)nn(C)c2C)cn1	-6	-4
Cc1ccc(-n2cc(-c3ccccc3)[nH]c2=O)cc1F	1	-9
Cc1c(Br)cc(C(=O)OC2CCN(C)CC2)c(C)c1C	11	23
COc1ccccc1N(C(=O)c1snc(C(N)=O)c1N)C(C(=O)NCCC(C)C)c1ccco1 (configuration not stated)	-2	-11
Cc1ccccc1N1CCN(CCCN2C(=O)CC(=C(c3ccccc3)c3ccccc3)C2=O)CC1	-5	-20
CCOC(=O)Cc1csc(NC(=O)c2ccc(Cl)nc2)n1	0	-9
C=CCN1C(=O)CSc2ccc(C(=O)OCC)cc21	7	69*
CN(CC(=O)O/N=C(\N)c1ccc([N+](=O)[O-])cc1)S(=O)(=O)c1ccccc1	1	-21
CCCC(=O)Nc1cc(-c2cn3cccnc3n2)ccc1OC	-2	15

A portion of the library (hit frequency here may not be typical).
